High-throughput results (PubChem BioAssay)
TrxR1 substrate: qHTS Assay for Substrates of Mammalian Selenoprotein Thioredoxin Reductase 1 (TrxR1): qHTS. Thioredoxin reductase 1, cytoplasmic (Rattus norvegicus), O89049. purified TrxR1 substrate turnover, NADPH consumption readout. Potency, µM (series often up to 114 µM), for the others: at the top dose activity change, negative = substrate turnover. AID 588456, 2011. 390,000 tested, 0.01% active; also: % is scaled to controls: 0 for no effect and ±100 for the full control effect; nearly all actives have a fitted effect of over 50% in size
Target sequence (O89049 whole entry, looked up): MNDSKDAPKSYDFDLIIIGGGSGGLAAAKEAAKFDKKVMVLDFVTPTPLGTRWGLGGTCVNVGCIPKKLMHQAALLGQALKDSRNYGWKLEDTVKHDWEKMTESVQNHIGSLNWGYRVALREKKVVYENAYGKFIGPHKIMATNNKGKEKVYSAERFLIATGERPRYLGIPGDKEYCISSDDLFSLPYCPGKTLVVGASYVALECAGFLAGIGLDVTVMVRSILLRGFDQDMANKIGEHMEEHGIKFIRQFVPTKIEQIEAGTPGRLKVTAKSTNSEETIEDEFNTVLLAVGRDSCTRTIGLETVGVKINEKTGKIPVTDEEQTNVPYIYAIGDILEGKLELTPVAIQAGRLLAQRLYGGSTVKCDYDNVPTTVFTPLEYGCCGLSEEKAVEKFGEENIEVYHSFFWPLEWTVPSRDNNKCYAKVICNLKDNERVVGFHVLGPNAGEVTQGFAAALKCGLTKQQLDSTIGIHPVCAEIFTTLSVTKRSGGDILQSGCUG
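Rat TrxR1, dispensed at 90 nM, was prereduced with 400 uM NADPH (final) for 5 min at ~22 deg C, then incubated with compound 15 min before 400 uM selenite. A first-read NADPH fluorescence drop versus no-compound background flagged substrates.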
IDH1 R132H inh: qHTS for Inhibitors of mutant isocitrate dehydrogenase 1 (IDH1): qHTS; Isocitrate dehydrogenase [NADP] cytoplasmic (Homo sapiens), O75874; IDH1-R132H enzyme, NADPH consumption, diaphorase/resazurin fluorescence; Potency, µM (highest dose often 76.6 µM), for inactives: at the top dose activity change, negative = inhibition, actives largely listed as inhibitors; 390,000 tested, 0.093% active; AID 602179, 2012; also: % is scaled to controls: 0 for no effect and ±100 for the full control effect; nearly all actives have a fitted effect of over 65% in size
Target sequence (O75874 whole entry R132H, stated change not applied): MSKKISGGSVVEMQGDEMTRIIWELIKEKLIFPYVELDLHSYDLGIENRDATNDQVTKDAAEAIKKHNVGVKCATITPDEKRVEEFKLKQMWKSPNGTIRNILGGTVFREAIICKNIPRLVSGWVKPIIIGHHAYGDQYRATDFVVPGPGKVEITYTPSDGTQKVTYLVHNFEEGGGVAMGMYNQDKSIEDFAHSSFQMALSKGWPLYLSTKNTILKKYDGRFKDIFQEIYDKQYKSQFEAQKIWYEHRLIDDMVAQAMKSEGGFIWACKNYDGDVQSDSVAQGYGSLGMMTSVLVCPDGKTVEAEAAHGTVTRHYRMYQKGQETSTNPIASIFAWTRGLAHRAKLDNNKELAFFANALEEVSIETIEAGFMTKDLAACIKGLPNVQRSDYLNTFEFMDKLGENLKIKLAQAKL
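IDH1-R132H (0.5 ug/mL) preincubated 30 min with compound, then NADPH (0.016 mM) and alpha-KG (2 mM) added; 80 min at RT, pH 7.5. Remaining NADPH coupled via diaphorase/resazurin to fluorescence (540/590 nm); concentration-response curves normalized to no-enzyme control.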
RGS4 inh: Inhibitors of Regulator of G Protein Signaling (RGS) 4: qHTS; Regulator of G-protein signaling 4 (Homo sapiens), P49798; Transcreener GDP fluorescence polarization, RGS4-accelerated GTP hydrolysis; Potency, µM (top dose mostly 114 µM), for inactives: top-dose activity change, negative = inhibition, hits mostly inhibitors; 390,000 tested, 0.039% active; also: % is scaled to controls: 0 for no effect and ±100 for the full control effect; nearly all actives have a fitted effect of over 75% in size; some results filed as inactive show a strong effect at the top dose
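MLSMR compounds (23 nl, pin-transferred) preincubated 10 min at room temperature with a 500nM (2x) first reagent, then RGS4 at 900nM (2x) plus Transcreener GDP mix added; fluorescence polarization (620/688 nm) read before and after 90 min at 30 °C.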
RXFP1 ag: qHTS Assay for Agonists of the Relaxin Receptor RXFP1; Relaxin receptor 1 (Homo sapiens), Q9HBX9; HEK293T-RXFP1 cAMP TR-FRET, 30 min; response scale: percent of porcine relaxin response, buffer zero; Potency, µM (series often up to 57.5 µM), inactives show at the top dose activation, hits mostly activators; 370,000 tested, 0.3% active; also: % is scaled to controls: 0 for no effect and ±100 for the full control effect; nearly all actives have a fitted effect of over 60% in size; many of its hits are not listed in these tables
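HEK293 cells stably expressing RXFP1, treated 30 min at 37C with compounds plus PDE4 inhibitor Ro 20174; cAMP measured by HTRF TR-FRET. Normalized to buffer and 29 nM porcine relaxin; EC50 by Hill fit.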
12-LOX inh: Primary qHTS assay for inhibitors of human arachidonate 12S-lipoxygenase (ALOX12): Round 2; 580,000 tested, 1.1% active; purified 12hLO, xylenol orange hydroperoxide absorbance; Potency, µM (titrated, usually from 108 µM), for the others: at the top dose activity change, negative = inhibition, usual class: inhibitors; also: % is scaled to controls: 0 for no effect and ±100 for the full control effect
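Purified human 12hLO at 150 nM in 25 mM Hepes, 0.01% Triton X-100, pH 7.0, preincubated 15 min at room temperature with compound. Reaction started with 40 uM arachidonic acid, 30 min at room temperature. Hydroperoxide measured by Fe-xylenol orange, 573/405 nm absorbance ratio.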
TrxR1 inh: qHTS Assay for Inhibitors of Mammalian Selenoprotein Thioredoxin Reductase 1 (TrxR1): qHTS. Thioredoxin reductase 1, cytoplasmic (Rattus norvegicus), O89049. recombinant rTrxR1, NADPH fluorescence consumption, selenite substrate. Potency, µM (doses to about 114 µM), without a hit: at the highest dose activity change, negative = inhibition, usual class: inhibitors. 390,000 tested, 1% active. AID 588453, 2011; also: % is scaled to controls: 0 for no effect and ±100 for the full control effect; nearly all actives have a fitted effect of over 65% in size
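Rat TrxR1 (90 nM in the dispensed reagent) was pre-reduced with 400 uM NADPH for 5 min at room temperature, then incubated with compound for 15 min. After 400 uM selenite was added, NADPH fluorescence (Ex 340/Em 450 nm) was followed for 8 min.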
Vif-A3F inh: qHTS for Inhibitors of Vif-A3F Interactions: qHTS | 390,000 tested, 0.2% active | Potency, µM (doses to about 46.1 µM), for inactives: top-dose activity, negative = active | HeLa A3F-eYFP + Vif (tagged APOBEC3F with the HIV-1 protein that degrades it), YFP fluorescence increase; also: % of control where 0% means no effect; nearly all actives have a fitted effect of over 65% in size
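HeLa cells stably expressing A3F-eYFP plus Vif, plated and incubated overnight at 37 deg C, then exposed to compounds overnight at 37 deg C. Blocked degradation read as raised yellow fluorescence (Ex 488/Em 500-530).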
Vif-APOBEC3G blk: qHTS for Inhibitors of Vif-A3G Interactions: qHTS | Potency, µM (highest dose often 46.1 µM), for inactives: at the highest dose activity, negative = active, actives largely listed as inhibitors | DNA dC->dU-editing enzyme APOBEC-3G (Homo sapiens), Q9HC16 | HeLa A3G-eYFP + Vif (tagged APOBEC3G with the HIV-1 protein that degrades it), YFP fluorescence, overnight | AID 602310, 2012 | 410,000 tested, 0.076% active;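 also: % is scaled to controls: 0 for no effect and ±100 for the full control effect; nearly all actives have a fitted effect of over 60% in size; hits raise eYFP signal because A3G escapes Vif-driven loss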
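Read-out is eYFP fluorescence (Ex 488/Em 500-530) from Vif-expressing HeLa A3G-eYFP cells; more signal means A3G escaped Vif-mediated degradation. Cells plated overnight, compound pinned in, incubated overnight at 37 deg C.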
USP1-UAF1 inh: Inhibitors of USP1/UAF1: Primary Screen; Ubiquitin carboxyl-terminal hydrolase 1 (Homo sapiens), O94782; recombinant USP1/UAF1, Ub-Rhodamine cleavage fluorescence; Potency, µM (series often up to 57.1 µM), without a hit: at the top dose activity change, negative = inhibition, hits mostly inhibitors; 390,000 tested, 0.23% active; AID 743255, 2014; also: % is scaled to controls: 0 for no effect and ±100 for the full control effect; nearly all actives have a fitted effect of over 60% in size; inactives centre near -12
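USP1/UAF1 complex (1 nM) preincubated 15 min at room temperature with compound, then Ub-Rho substrate (150 nM final) added. Kinetic fluorescence at 480/540 nm over 6 reads at 60 s intervals; 50 mM HEPES pH 7.8, 0.5 mM EDTA, 0.1 mg/ml BSA, 1 mM TCEP, 0.01% Tween-20.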
Numbers without * were called inactive; ? = inconclusive; nt = no result given; & = joins results of further samples; [ ] = dose if it differs, or a comment. Calls follow the shape of the dose curve; as a rule, active = well fitted curve in the direction sought with a large enough effect; inconclusive = small, poorly fitted or top-dose-only effect, or another doubt; inactive = no such curve, though single readings can be large; an effect the other way counts as inactive or inconclusive. Potency is read from the fitted curve at half-maximal effect. A portion of the library; rates above refer to the full screens.

Molecule	RXFP1 ag	RGS4 inh	IDH1 R132H inh	12-LOX inh	TrxR1 substrate	USP1-UAF1 inh	Vif-APOBEC3G blk	TrxR1 inh	Vif-A3F inh
COc1ccc2nc(NC(=O)CN3CCN(C)CC3)sc2c1	0.6%	-23%	5%	?	13%[57.1 µM]	-25%	-1%	3%[57.1 µM]	-7%
COc1ccc(S(=O)(=O)NCC2CCC(C(=O)NCc3ccco3)CC2)cc1 (configuration not stated)	1.0%	-9%[11.4 µM]	-1%	-8%	6%[57.1 µM]	-4%	0%	-7%[57.1 µM]	10%
COc1ccc(OC)c(NC(=O)COC(=O)C2CCCCC2)c1	nt	-13%	4%	-15%	-7%[57.1 µM]	?	-5%	8%[57.1 µM]	4%
COc1cc(OC)cc(-c2nc3nc(C)c(CCC(=O)Nc4cc(F)ccc4F)c(C)n3n2)c1	-2.2%	-25%	-3%	-13%	7%	-20%	0%	11%	0%
Nn1cnnc1SCC(=O)Nc1ccc2c(c1)OCO2	-0.6%	11%	-6%	nt	3%[57.1 µM]	-14%	-1%	1%[57.1 µM]	12%
CCCOc1ccc(CNC(=S)N/N=C/c2ccc([N+](=O)[O-])cc2)cc1	-0.7%	7%	-5%	0%	-6%	-2%	-11%	24%	-1%
O=C(NC(Cc1ccccc1)C(=O)O)/C(=C\c1ccc(F)cc1)NC(=O)c1ccccc1 (configuration not stated)	0.1%	-19%	0%	?	0%	-4%	2%	3%	2%
C=CCc1cc(/C=N/NC(=O)CSc2nnc(CCCc3ccc(OC)cc3)o2)cc(OC)c1O	-0.7%	-13%	1%	18%	11%[57.1 µM]	-24%	-7%	29%[57.1 µM]	-5%
O=C(CCCN1C(=O)CSc2ncccc21)N1CCN(Cc2ccccc2)CC1	2.3%	-5%	11%	5%	7%	-20%	3%	-3%	-3%
Cc1cccc(C)c1NC(=S)N(Cc1ccccc1)Cc1cccnc1	0.6%	12%	5%	461%[activator]	9%[57.1 µM]	1%	-1%	28%[57.1 µM]	8%
COc1ccc(CNC(C)C2COc3ccccc3O2)c(OC)c1 (configuration not stated)	1.0%	-19%	3%	?	-6%	-19%	-4%	20%[57.1 µM]	0%
COc1cccc(CNC(=O)Cn2cc3c(n2)-c2c(oc(C(=O)N4CCOCC4)c2C)CC3)c1	0.3%	-19%	8%	-12%	5%	-23%	2%	-4%	2%
O=C1CCCC2=C1C(c1ccccc1)n1c(s/c(=C/c3cccc(F)c3)c1=O)=N2 (configuration not stated)	-1.5%	-27%	-5%	0%	1%	-7%	0%	-7%	-6%
COc1ccccc1-c1c(C)nn2c(N3CCN(Cc4ccccc4)CC3)cc(C)nc12	-1.0%	15%	-10%	-2%	10%	?	1%	1%	1%
Cc1cc(C)c2cc(C(=O)Nc3ccccc3)[nH]c2c1	-0.4%	-7%	3%	0%	10%[57.1 µM]	-19%	5%	10%[57.1 µM]	8%
CC(=O)N(/N=C/c1ccc([N+](=O)[O-])o1)c1nc2ccccc2c(=O)n1-c1ccccc1	4.9%	9%	-11%	?	-3%	-27%	5%	?	4%
Cc1ccc(CNC(=O)CNC(=S)N(Cc2ccccc2)Cc2ccccc2F)cc1	0.8%	-16%	12%	-24%	8%[57.1 µM]	-9%	2%	26%[57.1 µM]	6%
CC(=O)Nc1cccc(C(=O)N2CCC(n3nccc3NC(=O)CC(C)C)CC2)c1	-1.6%	10%	-2%	0%	2%	-1%	1%	15%	-5%
CCOc1ccccc1C(=O)N(C)Cc1cc2cc(OC)ccc2[nH]c1=O	1.9%	2%	7%	10%	21%	-8%	0%	-11%	-7%
CCCOc1ccc(C(=O)CCN2CCN(C(=O)OCC)CC2)cc1	3.0%	?	0%	-21%	4%[57.1 µM]	-17%	-22%	8.9µM*	-8%
COc1cccc(NC(=O)CN2C(=O)COc3ccc(C)cc32)c1	-0.3%	7%	0%	40%[activator]	-9%	-13%	0%	1%	-21%
C[C@@H]1CN([C@@H](C)CO)C(=O)c2cc(NC(=O)CCN3CCOCC3)ccc2O[C@@H]1CN(C)C(=O)Nc1ccccc1	nt	17%	-14%	-1%	8%	-18%	1%	15%	-12%
O=C(CSCc1c(Cl)cccc1Cl)Nc1ccc2c(c1)OCO2	-0.2%	-49%	0%	8%[57.4 µM]	3%	-8%	1%	10%	nt
COc1cc(NC(=O)CN(c2ccc(C)cc2)S(=O)(=O)c2c(C)nn(C)c2C)cc(OC)c1	2.0%	-18%	7%	-15%	-2%	-21%	5%	10%	-6%
Cc1cc(C(=O)CSCCCn2c(=O)[nH]c3ccccc32)c(C)n1C	1.1%	-10%	1%	?	-4%	-12%	0%	?	3%
Cn1c(/C(C#N)=C/c2ccncc2)nc2ccccc21	5.3%	24%	6%	-16%	-7%	0%	-6%	?	3%
O=C(Nc1ccccc1F)c1cnccn1	0.3%	22%	1%	?	6%[57.1 µM]	-23%	4%	11%[57.1 µM]	-6%
CC(=O)Nc1nc(C)nc(-c2ccccc2OC(C)=O)n1	-0.1%	-45%	7%	10%	12%	-3%	3%	10%	1%
COc1ccccc1-n1c(N)cc(=O)nc1SCC(=O)Nc1cc(C)on1	0.5%	-19%	-1%	-4%	6%[57.1 µM]	-14%	1%	25%[57.1 µM]	0%
O=C(CCn1c(=S)oc2ccccc21)Nc1cccc(F)c1	2.5%	0%	-2%	-1%	3%[57.1 µM]	-11%	2%	14%[57.1 µM]	-14%
O=C(NCC(=O)N1CCN(C/C=C/c2ccccc2)CC1)c1ccc(Br)cc1	nt	13%	-7%	5%	-3%	-13%	4%	10%	3%
CCOC(=O)N1CCN(C(=O)Cn2nc(C)n3nc(-c4ccc(CC)cc4)cc3c2=O)CC1	-0.6%	-9%	8%	28%	-1%	-25%	-2%	24%	4%
O=C(NCC(c1ccc(F)cc1)N1CCOCC1)c1cccnc1Sc1ccccc1Cl (configuration not stated)	-0.3%	-31%	-1%	22%	7%	-30%	-6%	20%[57.1 µM]	-22%
CCCn1ncc(C(=O)N(C)C2CCCN(Cc3ccccc3F)C2)c1C (configuration not stated)	-0.1%	-10%[56.9 µM]	-11%	-25%	12%[57.1 µM]	-19%	-6%	22%[57.1 µM]	-12%
Nc1nnc(CCN2C(=O)CSC2=O)s1	-1.0%	23%	4%	-8%	8%	-10%	-1%	23%	-17%
OCc1nc2ccccc2n1CC(O)COc1ccccc1 (configuration not stated)	1.0%	7%	2%	9%	6%[57.1 µM]	-5%	2%	8%[57.1 µM]	-4%
COc1ccc(OCC(=O)Nc2ccc(OC)c(S(=O)(=O)N3CCCCC3)c2)cc1	-0.1%	-23%	6%	-1%	-11%	-7%	-22%	-11%	-15%
CC1(CC(=O)N/N=C/c2cc([N+](=O)[O-])c(O)cc2O)OCCO1	-1.9%	?	14%	-24%	-21%[57.1 µM]	-22%	1%	-22%[57.1 µM]	9%
Cc1ccc(C(=O)NCc2ccco2)cc1S(=O)(=O)N1CCCC1	-1.1%	-12%	4%	?	-7%	-4%	-5%	?	-33%
Cc1ccc2cc(CCNC(=O)C(C)(C)C)c(=O)[nH]c2c1	-1.3%	-8%	23%	6%	20%	-5%	1%	43%[activator]	3%
CN1CCCCC1=NCCCn1cnc2c1c(=O)n(C)c(=O)n2C	3.8%	6%	2%	-14%&10%	-7%	-4%	-1%	11%	-9%
Nc1nc(SCc2ccccc2)cc(SCc2ccccc2)n1	nt	9%	0%	4%	-12%	-1%	4%	-22%	-9%
CCCCCC(=O)NC(=S)NNC(=O)CC	-0.8%	-46%	0%	-2%	3%	?	0%	-16%	1%
